# Screens as filed in PubChem.
# N370S GC mod: inhibits or activates N370S mutant glucocerebrosidase; N370S GC spleen homogenate, 4MU-glucoside fluorescence; hit rate 0.092% among 330,000; Potency, µM (top dose mostly 59.4 µM), without a hit: at the top dose activity change, negative = inhibition, usual class: inhibitors;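 also: 0% = full enzyme activity and -100% = no enzyme basal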
# FEN1 inhibitor: blocks human flap endonuclease 1; hit rate 0.35% among 390,000; Recombinant FEN1 flap cleavage, fluorescence, 15 min; Potency, µM (titrated, usually from 114 µM), without a hit: top-dose activity change, negative = inhibition, most hits filed as inhibitors; P39748; also: nearly all actives have a fitted effect of over 65% in size
# Target sequence (P39748 whole entry, looked up): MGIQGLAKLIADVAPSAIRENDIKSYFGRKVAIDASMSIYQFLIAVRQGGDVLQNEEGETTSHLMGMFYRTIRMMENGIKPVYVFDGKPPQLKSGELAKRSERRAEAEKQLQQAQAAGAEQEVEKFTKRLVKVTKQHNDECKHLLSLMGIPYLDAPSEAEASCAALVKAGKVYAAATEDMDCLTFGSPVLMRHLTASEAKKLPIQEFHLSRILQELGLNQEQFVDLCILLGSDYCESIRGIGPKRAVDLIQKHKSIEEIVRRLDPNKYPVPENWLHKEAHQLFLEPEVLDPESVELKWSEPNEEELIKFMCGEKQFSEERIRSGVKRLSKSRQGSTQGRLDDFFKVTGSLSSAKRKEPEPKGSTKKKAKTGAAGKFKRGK
#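 Reaction started by adding substrate (50 nM final) to 10 nM enzyme after 15 min room-temperature compound preincubation. Reads at 0 and 15 min, with data normalized and fitted to a four-parameter Hill equation.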
# GCN5L2 inh: blocks human GCN5L2 histone acetyltransferase; Potency, µM (doses to about 58.9 µM), for inactives: at the top dose activity change, negative = inhibition, usual class: inhibitors; GCN5L2 HAT assay, ThioGlo1 CoA-SH fluorescence; hit rate 0.21% among 390,000; Q92830
#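 Titration-based screen in which CoA formation is detected via maleimide probe ThioGlo1 (50uM) turning fluorescent on thiol reaction; substrates H3(1-25) 75uM and acetyl-CoA 70uM, GCN5L2 20nM, 20 min incubation at room temperature.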
# An asterisk follows results filed as active; ? = inconclusive; · = no result given; & = joins results of further samples; [ ] = another dose, or the depositor's remark. Calls follow the shape of the dose curve; as a rule, active = well fitted curve in the direction sought with a large enough effect; inconclusive = small, poorly fitted or top-dose-only effect, or another doubt; inactive = no such curve, though single readings can be large; an effect the other way counts as inactive or inconclusive. Unless noted, % is scaled to controls: 0 for no effect and ±100 for the full control effect; potency is read from the fitted curve at half-maximal effect.
SMILES,N370S GC mod,FEN1 inhibitor,GCN5L2 inh
Cc1cc(C)cc(Nc2cnn(C34CC5CC(CC(CC(=O)O)(C5)C3)C4)c(=O)c2Cl)c1,8%,-5%,-4%
CCc1c(C(=O)NNC(=S)Nc2ccc(S(=O)(=O)Nc3ncccn3)cc2)csc1C,-11%,-4%,2%
Cc1cccc(N2CCN(C(=O)C3CCN(S(=O)(=O)c4cnc[nH]4)CC3)CC2)c1C,-16%,0%,-1%
CCCNc1c(NC(C)=O)c(=O)oc2ccccc12,4%,18%,1%
CC1CC(C)CN(C(=O)CNC(=O)Cn2ccc3ccccc3c2=O)C1 (stereo not drawn),20%,17%,-8%
COc1cc(C(=O)ON=C2C(C)=CC(=O)C=C2C)cc(OC)c1OC,-14%,4%,-23%
CCCCNC(=S)N/N=C1\CCCCc2ccccc21,16%,-8%,-4%
O=C(C(=O)N1CCCc2ccccc21)N1CCCc2ccccc21,22%,-7%,-4%
CN(C(=O)NC1CCCCC1)c1ccccc1,-2%,-14%,-3%
COc1nc(Nc2ccc([N+](=O)[O-])cc2)nc(NC(C)C)n1,1%,1%,-13%
COc1ccc(C(=O)Nc2nc3cc4c(cc3s2)OCO4)c(OC)c1,0%,-15%,?
CCOc1ccc2[nH]c3c(=O)n(CCC4=CCCCC4)cnc3c2c1,-18%,10%,-10%
CCn1c(SCC(=O)Nc2ccccc2Br)nnc1-c1cnccn1,-30%,-2%,1%
Cc1cc(OCC(=O)NCCCn2ccnc2)c2c(C)c(C)c(=O)oc2c1,-5%,9%,-5%
CCCC(=O)Nc1ccc2c(c1)nc1n2CCOC1,2%,-1%,2%
COC(=O)c1ccc(NC(=O)COc2ccc(N(C)S(=O)(=O)c3ccc(C)cc3)cc2)cc1,·,-13%,-4%
Cc1ccsc1CNn1cnnc1SCc1ccccc1F,3%,-13%,2%
CCc1ccc(NC(=O)CCc2c(C)n(C)c3cc(-c4ccccc4C)nn3c2=O)cc1,·,-4%,2%
Cc1ccccc1C(=O)N1CCN(c2ccc(NC(=O)c3ccco3)cc2)CC1,0%,-2%,-9%
C=CC[C@@H](CC(=O)N[C@@H](CO)Cc1ccccc1)C(=O)N[C@H](COC(=O)[C@@H](CC=C)CC(=O)OC(C)(C)C)Cc1ccccc1,·,11%,-2%
CSc1nc(-c2ccccc2)nn1S(=O)(=O)c1ccccc1,-3%,-5%,-5%
COc1ccc2nc(N(Cc3cccnc3)C(=O)C3CCCCC3)sc2c1,·,?,-6%
CCn1c(SCC(=O)N/N=C/c2ccccc2OCC(=O)O)nnc1-c1ccc(C(C)(C)C)cc1,-12%,-7%,-4%
Cc1cc2c(cc1C)CSC(c1ccccc1OC(=O)C(C)(C)C)SC2,9%,-4%,-11%[0.501 µM]
N#Cc1cnc(SCC(=O)NNC(=O)COc2cccc3ccccc23)nc1N,-9%,-5%,-2%
# (next part)
SMILES,N370S GC mod,FEN1 inhibitor,GCN5L2 inh
CCc1nn(-c2ccccc2)c2nc(-c3cccc(OC)c3)c3cc(OC)c(OC)cc3c12,·,?,-7%
CC1CCN(C(=O)CSc2nnc(Cc3ccccc3)o2)CC1,2%,-7%,4%
CC(NC(=O)C(=O)N1CCCCC1)C(c1cccs1)N1CCN(Cc2ccccc2)CC1 (stereo not drawn),-12%,-10%,-6%
CC1=NN(C(=O)c2ccc(C)cc2)C(O)(C(F)(F)OC(F)(F)F)C1 (stereo not drawn),4%,2%,?
O=c1cc(CN2CCN(S(=O)(=O)/C=C/c3ccccc3)CC2)c2ccc(O)cc2o1,?,-12%,-9%
O=C(NNC(=O)c1ccccc1C(=O)O)c1ccc(S(=O)(=O)N2CCCCC2)cc1,-8%,-1%,-5%
CCn1c(=O)cc(SCC(=O)N2CCN(c3cc(C)ccc3C)CC2)c2ccccc21,·,-17%,-9%
CCOC(=O)c1ccc(NC(=O)c2c(NCc3cccc(OC)c3OC)sc3c2CCC3)cc1,·,9%,2%
Cc1cc(C(=O)NC2CC2)c2ccccc2n1,-22%,3%,-4%
O=C(O)/C(=C\c1ccc(Cl)cc1)c1ccc(F)cc1,-17%,-7%,-14%
COc1ccc(-c2cc(C(F)(F)F)n3nc(C(=O)N4CCCCC4)cc3n2)cc1OC,5%,2%,1%
COc1ccc(S(=O)(=O)N(Cc2cc3ccc(OC)cc3[nH]c2=O)CC2COCCO2)cc1 (stereo not drawn),-3%,13%,0%
COc1cccc(NC(=O)/C(C#N)=C/c2ccc(-c3ccc(C)cc3)o2)c1,·,-20%,-3%
O=C(CSc1n[nH]c(-c2ccc(F)cc2)n1)N1CCN(c2ccc(F)cc2)CC1,·,11%,3%
Cc1ccccc1NC(=O)CN1C(=O)N/C(=C\c2ccccc2OCc2ccc(C(=O)O)cc2)C1=O,-8%,?,-18%
O=C(COC(=O)c1cccc(S(=O)(=O)N2CCOCC2)c1)Nc1ccc(Cl)cn1,·,-4%,1%
CCN(CC)c1ccc(C=C(c2nnnn2-c2ccc(C)cc2)c2nnnn2-c2ccc(C)cc2)cc1,-2%,-2%,-8%
CCOC(=O)OC(C)OC(=O)[C@@H]1N2C(=O)[C@@H](NC(=O)[C@H](N)c3ccccc3)[C@H]2SC1(C)C (stereo partly drawn),0%,14%,0%
COCCn1c(SCC(=O)Nc2cc(C)cc(C)c2)nc2ccccc2c1=O,30%,0%,-5%
CCC(=O)OCCNc1nc(-c2ccccc2)nc2ccccc12,2µM*,-19%,-10%
CC#CCN1C=C(C(=O)OCC)C(C)N(Cc2ccc(Br)cc2)S1(=O)=O (stereo not drawn),·,-3%,-13%
O=C(O)c1cc(-c2cccs2)nn1-c1ccc(F)cc1,4%,-1%,-13%
COc1ccc(NC(=O)CCSc2ccc3ccccc3n2)cc1,10%,-8%,-5%
CN(C(=O)C1CCCN(S(=O)(=O)c2cccc([N+](=O)[O-])c2)C1)C1CCS(=O)(=O)C1 (stereo not drawn),1%,7%,1%
CCOc1ccc(S(=O)(=O)NC(Cc2c[nH]c3ccccc23)C(=O)O)cc1 (stereo not drawn),-9%,18%,-7%
# (listing goes on)
SMILES,N370S GC mod,FEN1 inhibitor,GCN5L2 inh
CCCOc1ccc(/C(O)=C2/C(=O)C(=O)N(c3cc(C)on3)C2c2ccc(C(=O)OC)cc2)cc1 (stereo not drawn),4%,7%,30%
COc1ccc(S(=O)(=O)N2CCN(C3CCCCCCC3)CC2)cc1,2%&-6%,1%&-11%,-21%&-13%
CC(=O)c1ccc(NC(=O)C(C)OC(=O)/C=C/c2ccco2)cc1 (stereo not drawn),·,-5%,-5%
CC(=O)c1c(N2CCCC2)nc(=S)n(-c2ccccc2)c1C,3%,1%,-2%
C/C(=N\NS(=O)(=O)c1ccc(C)cc1)c1ccc(C)s1,-7%,9%,0%
c1cncc(CNc2nc(-c3cccnc3)nc3ccccc23)c1,-24%&-13%,-20%,-5%&-10%
O=C(Nc1nccs1)C1CC(=O)N(CCc2ccccc2)C1 (stereo not drawn),-2%,2%,0%
CC(C)c1ccc(NC2CCCN(C(=O)CN3C(=O)CSC3=O)C2)cc1 (stereo not drawn),1%,-1%,-5%
CCOC(=O)C1=C[C@]2(CC)CCCN3CCc4c(n1c1ccccc41)[C@@H]32,16%&-17%,12%,-9%&-3%
CC1=C(C(=O)Nc2ccccc2)C(c2cc(Br)ccc2F)n2ncc(C(=O)Nc3ccccc3)c2N1 (stereo not drawn),·,-4%,0%
Cn1c(=O)n(C)c2cc(N3CCOCC3)c(NC(=O)c3ccc(F)cc3)cc21,?,-12%,-24%
COc1ccc(NC(=O)C2CCN(S(=O)(=O)c3c(C)noc3/C=C/c3ccc(C)cc3)CC2)cc1Cl,·,8%,2%
CCOc1ccc(NS(=O)(=O)c2ccc(C(=O)N3CCN(c4ncccn4)CC3)cc2)cc1,-7%,3%,0%
N#Cc1ccccc1OCC(=O)NC(=O)NCc1ccco1,-5%,8%,2%
CCOC(=O)C1CCCN(CC(=O)/C=C2/N(C)c3ccccc3C2(C)C)C1 (stereo not drawn),-4%,5%,-7%
Cc1nc(-c2cccnc2)sc1C(=O)Nc1ccc(Cl)cc1,7%,-11%,-5%
COc1cccc(CNC(=O)c2ccc3c(c2)sc2nc(-c4ccccc4)cn23)c1OC,·,0%,-1%
CCOc1ccc(-n2c(=S)sc3c(=O)n(-c4ccccc4)c(SCC(=O)O)nc32)cc1,-7%,16%,-4%
COc1cccc(OC)c1C(=O)Nc1cccc2c1CCCC2,-13%,4%,-6%
O=C(NCCc1ccccc1)c1cc(S(=O)(=O)N2CCCC2)ccc1F,0%,14%,-3%
CCCc1cc(=O)oc2cc(C)cc(OC(C)C(=O)NCCCn3ccnc3)c12 (stereo not drawn),-16%,-4%,-13%
CCOC(=O)N1CCN(C(=S)NC(=O)C23CC4CC(CC(C4)C2)C3)CC1,6%,-11%,1%
O=C(CCCC(=O)OCC(=O)c1ccc(Cl)cc1Cl)Nc1cc(C(F)(F)F)ccc1Cl,5%,-19%,-5%
COc1ccccc1NC(=O)Cn1c(=O)n(-c2cccc(Cl)c2)c(=O)c2sc3ccccc3c21,·,-10%,-7%
CCCc1nnc(NC(=O)CCC(=O)N2CCN(Cc3cc(F)ccc3OC)CC2)s1,-3%,-2%,-6%
# Remaining list, next part
SMILES,N370S GC mod,FEN1 inhibitor,GCN5L2 inh
O=[N+]([O-])c1cc(-c2nc(-c3ccncc3)no2)ccc1Cl,9%,0%,-6%
COc1cccc(C(=O)Nc2cccc(OCC(=O)c3ccccc3)c2)c1,12%,10%,-4%
O=C(NCc1ccco1)c1ccc2ccccc2n1,7%,0%,8%
Cc1c(=O)n(OCc2cccc(F)c2)c2ccccc2[n+]1[O-],5%,-5%,1%
CC(C)OCCCNC(=O)c1ccc2c(c1)N(Cc1c(F)cccc1Cl)C(=O)c1ccccc1S2,·,-6%,-5%
CC(=O)c1ccc(N2CCN(C(=O)c3ccc(NC4=NC5CS(=O)(=O)CC5S4)cc3)CC2)cc1 (stereo not drawn),-3%,21%,-16%
CC(=O)Nc1ccc(Nc2nc3ccc(C)cc3n3nnnc23)cc1,·,7%,-4%
CCCCCCn1c(SCCN2CCOCC2)nc2c1c(=O)[nH]c(=O)n2C,-4%,-5%,-6%
COC(=O)N/N=C/c1ccc(OC(=O)/C=C/c2ccco2)cc1,1%,12%,?
CCC1S/C(=N/N=C/c2ccco2)N(Cc2ccccc2C)C1=O (stereo not drawn),29%,-17%,-12%
O=C(NCc1cccs1)C1(S(=O)(=O)c2ccccc2)CC=CC1,-7%,-7%,-3%
C/C(=N/NC(=O)CNC(=O)c1cccnc1)c1ccc(Cl)c(Cl)c1,0%,-2%,16%
O=C(CN1C(=O)c2ccccc2C1=O)Nc1nccs1,-2%,-7%,-21%
COc1ccc(C(C)=O)cc1CN(C)C,-4%,-1%,·
Cc1cccc2c(=O)oc(-c3ccccc3Cl)nc12,0%,-3%,-24%
CCCCOC(=O)c1nc(Cl)c(Cl)c(N)c1Cl,3%,18%,21%
Nc1c(C(=O)NCc2ccco2)nnn1Cc1ccccc1,11%,-13%,·
O=C(Nc1cccc(S(=O)(=O)N2CCCCC2)c1)c1ccc2ncsc2c1,-2%,?,1%
CCOC(=O)C(C)(C)N(Cc1cccc(C)c1)S(=O)(=O)c1ccc(Cl)c([N+](=O)[O-])c1,10%,-6%,3%
COC(=O)c1c(-c2ccc(Cl)cc2)noc1N1CCN(c2ccc(C)cc2C)CC1,·,-12%,-22%
CCN1CCN(CCCNC(=O)C2CCCN(c3nnc(-n4cccc4)s3)C2)CC1 (stereo not drawn),5%,10%,-5%
Cc1ccc(Nc2nc(N3CCOCC3)nc(N3CCOCC3)n2)cc1Cl,0%,16%,-3%

# Among those listed so far, these have fluorine.
SMILES,N370S GC mod,FEN1 inhibitor,GCN5L2 inh
Cc1ccsc1CNn1cnnc1SCc1ccccc1F,3%,-13%,2%
CC1=NN(C(=O)c2ccc(C)cc2)C(O)(C(F)(F)OC(F)(F)F)C1 (stereo not drawn),4%,2%,?
O=C(O)/C(=C\c1ccc(Cl)cc1)c1ccc(F)cc1,-17%,-7%,-14%
COc1ccc(-c2cc(C(F)(F)F)n3nc(C(=O)N4CCCCC4)cc3n2)cc1OC,5%,2%,1%
O=C(CSc1n[nH]c(-c2ccc(F)cc2)n1)N1CCN(c2ccc(F)cc2)CC1,·,11%,3%
O=C(O)c1cc(-c2cccs2)nn1-c1ccc(F)cc1,4%,-1%,-13%
CC1=C(C(=O)Nc2ccccc2)C(c2cc(Br)ccc2F)n2ncc(C(=O)Nc3ccccc3)c2N1 (stereo not drawn),·,-4%,0%
Cn1c(=O)n(C)c2cc(N3CCOCC3)c(NC(=O)c3ccc(F)cc3)cc21,?,-12%,-24%
O=C(NCCc1ccccc1)c1cc(S(=O)(=O)N2CCCC2)ccc1F,0%,14%,-3%
O=C(CCCC(=O)OCC(=O)c1ccc(Cl)cc1Cl)Nc1cc(C(F)(F)F)ccc1Cl,5%,-19%,-5%
CCCc1nnc(NC(=O)CCC(=O)N2CCN(Cc3cc(F)ccc3OC)CC2)s1,-3%,-2%,-6%
Cc1c(=O)n(OCc2cccc(F)c2)c2ccccc2[n+]1[O-],5%,-5%,1%
CC(C)OCCCNC(=O)c1ccc2c(c1)N(Cc1c(F)cccc1Cl)C(=O)c1ccccc1S2,·,-6%,-5%
